C2C12 statin: protects C2C12 myotubes from simvastatin toxicity. ATP luminescence, 48 h; scaled: DMSO 0, geranylgeraniol control 100. rescue of ATP level, % at 7.49 µM. 0.78% of 330,000 active;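 active = mean ATP rescue above about 67%, or every replicate alone reaching that limit, limit read from the data, passing the limit was not always enough; inconclusive = no clear call, values can overlap the other calls; inactive = mean under the limit and some replicate under it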;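 note: myotubes were challenged with 10 µM simvastatin during compound exposure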
ERp5 inh: blocks human ERp5 reductase activity on insulin; inhibition, % at 9.99 µM; 0.05% of 350,000 active; ERp5 insulin aggregation, absorbance 650 nm, 90 min; Q15084; AID 651711;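 active = mean replicate inhibition above about 25%, with every replicate also reaching it, limit read from the data, passing the limit was not always enough; inconclusive = only one of those two criteria met; inactive = neither criterion met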
Target sequence (Q15084 whole entry, looked up): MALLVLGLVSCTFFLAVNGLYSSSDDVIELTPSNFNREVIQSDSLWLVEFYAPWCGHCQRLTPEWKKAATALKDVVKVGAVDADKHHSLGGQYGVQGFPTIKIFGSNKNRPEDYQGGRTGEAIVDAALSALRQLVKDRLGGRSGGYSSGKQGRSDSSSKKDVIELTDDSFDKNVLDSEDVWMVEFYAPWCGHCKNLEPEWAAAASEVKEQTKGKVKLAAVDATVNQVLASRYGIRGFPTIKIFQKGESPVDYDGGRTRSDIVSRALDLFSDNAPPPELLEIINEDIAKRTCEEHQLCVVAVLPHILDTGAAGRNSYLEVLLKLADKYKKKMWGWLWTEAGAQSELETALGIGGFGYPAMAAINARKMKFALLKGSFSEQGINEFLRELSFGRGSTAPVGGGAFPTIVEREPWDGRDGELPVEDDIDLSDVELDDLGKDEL
S100A4 inh HTS: blocks human S100A4 binding to myosin IIA peptide | P26447 | S100A4/TAMRA-MyoIIA peptide fluorescence polarization | inhibition, % at 10.7 µM | 0.14% of 360,000 active;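 active = mean inhibition of at least 70% across replicates, with every replicate also reaching that level; inconclusive = mean inhibition reaches 70% but some replicates fall short; inactive = mean inhibition below 70%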
Target sequence (P26447 whole entry, looked up): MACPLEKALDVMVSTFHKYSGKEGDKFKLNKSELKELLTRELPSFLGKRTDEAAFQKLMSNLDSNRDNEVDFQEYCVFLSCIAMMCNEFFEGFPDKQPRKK
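System – human S100A4 monomer protein, biochemical binding assay · Buffer or medium – Calcium-containing HEPES buffer, pH 7.2 · Timing – 5 min between mix addition and reading · Also added – TAMRA-labelled myosin IIA heavy-chain peptide probe, 5 nM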
DENV2 CPE rescue: protects cells from dengue virus 2 cytopathic effect. CPE inhibition, % at 9.99 µM. 1.7% of 350,000 active. DENV2-infected cells, cytopathic effect rescue, plate reader; in the data active = CPE inhibition above about 20%, passing the limit was not always enough; inconclusive = no clear call, values can overlap the other calls; tested in BHK-21 cells;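 note: 0% = median of neutral control wells and 100% = median of positive control wells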
E-sel inducer: E-selectin induction on HUVECs; P16581; AID 686992; activation, % at 7.58 µM; HUVEC E-selectin immunofluorescence imaging; normalized: neutral wells 0, TNF-alpha wells 100; 0.37% of 260,000 active;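 active = mean E-selectin-positive cell signal at least 10% of the positive control, reached in at least 60% of replicates, without over 20% cell loss; inconclusive = no rule given, readout overlaps actives, possibly toxicity-flagged; inactive = the rest, including those meeting only one limit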;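 note: in these data hits start at about 27%; measured in HUVEC primary endothelial cells; signal is the percent of cells scored E-selectin positive by PE staining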
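Test system: HUVEC; input: 3,000 HUVEC/well; measured by: immunofluorescence imaging; read-out: % PE-positive cells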
SIRT5 inh: blocks human SIRT5 desuccinylation of peptide; Purified SirT5, succinyl-peptide AMC, trypsin-coupled fluorescence; inhibition, % at 15 µM; AID 652115; 1.1% of 330,000 active; Q9NXA8; in the data active = inhibition above about 15%; inconclusive = no clear call, values can overlap the other calls
Target sequence (Q9NXA8 whole entry, looked up): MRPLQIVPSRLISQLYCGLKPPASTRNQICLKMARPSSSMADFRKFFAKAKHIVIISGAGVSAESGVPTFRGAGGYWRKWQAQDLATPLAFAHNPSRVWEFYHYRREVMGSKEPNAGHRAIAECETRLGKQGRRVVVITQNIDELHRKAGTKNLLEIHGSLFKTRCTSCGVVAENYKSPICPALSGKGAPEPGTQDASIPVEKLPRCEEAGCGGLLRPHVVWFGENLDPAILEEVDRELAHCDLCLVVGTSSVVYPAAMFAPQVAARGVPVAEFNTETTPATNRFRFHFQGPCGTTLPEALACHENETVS
PglD DTNB: inhibitors of Campylobacter jejuni PglD acetyltransferase. purified PglD enzyme, DTNB colorimetric CoA detection. inhibition, % at 12.5 µM. 0.098% of 360,000 active. AID 602405; in the data active = inhibition above about 16%, passing the limit was not always enough; inconclusive = no clear call, values can overlap the other calls; note: strong numbers were not always called active
The depositor's hits bear a star; ? = inconclusive; . = not tested or not shown.

canonical_smiles | C2C12 statin | ERp5 inh | S100A4 inh HTS | DENV2 CPE rescue | E-sel inducer | SIRT5 inh | PglD DTNB
O=C1CN(C(=O)c2ccccc2Cl)c2ccccc2N1 | -1 | 0 | 3 | -3 | -1.0 | -1 | 8
O=C(C1CC1)N1CC[C@@H]2[C@H]1c1cc(C#Cc3ccc(F)cc3)ccc1N[C@@H]2CO | 11 | . | . | 27* | 1.1 | . | -1
CC(C)(C)c1ccc(C(=O)NC(=O)COC(=O)c2ccc(Br)o2)cc1 | -3 | -6 | -5 | -13 | 0.5 | -2 | 1
Nc1nnnn1CC(=O)N/N=C/c1cc([N+](=O)[O-])ccc1O | 0 | 1 | -6 | -5 | . | 4 | -9
Cc1ccccc1C(=O)NC(=S)N(CCO)Cc1ccccc1 | 4 | 4 | -8 | -7 | 1.0 | 4 | -7
Cc1cc(C)nc(Nc2n[nH]c(-c3ccccc3Cl)n2)n1 | . | -1 | 1 | -1 | -0.5 | 3 | .
COc1ccc(-c2cn3cc(C(=O)NN)ccc3n2)cc1 | . | 2 | -3 | 6 | -0.8 | -7 | .
O=[N+]([O-])c1cc(Br)ccc1NS(=O)(=O)c1ccccc1 | 1 | -9 | 4 | 6 | -0.2 | -2 | -2
CN(C)C(=O)C[C@@H]1CC[C@@H]2[C@H](COc3ccc(NC(=O)c4ccc(F)c(F)c4)cc3C(=O)N2C)O1 | -8 | 0 | -10 | -10 | 0.1 | 16* | 4
O=C(C[C@H]1C[C@H]2c3cc(NC(=O)CC4CC4)ccc3O[C@H]2[C@H](CO)O1)NCC1CC1 | 0 | 2 | -6 | ? | 0.1 | 0 | -8
COc1ccc(CN2CCC(C(=O)c3cccc(Cl)c3)CC2)cc1 | 3 | 0 | 1 | 12 | 0.0 | -4 | 1
O=c1nc2onnc2c(C=NO)[nH]1 | . | 3 | -6 | 1 | -2.1 | -3 | .
COc1ccc(CCC(=O)Nc2cccc(S(=O)(=O)N3CCCC3)c2)cc1OC | -2 | 7 | -11 | -2 | -0.4 | -1 | -1
CC=Cc1ccc2n(c1=O)C[C@H]1[C@H](CO)[C@@H](C(=O)N3CCOCC3)[C@@H]2N1CC1CC1 (mixture of isomers) | -1 | 0 | 10 | -2 | 0.2 | -5 | 3
C[C@H]1CN([C@@H](C)CO)C(=O)Cc2cc(NC(=O)Nc3ccc4c(c3)OCO4)ccc2O[C@@H]1CN(C)C(=O)Nc1cccc2ccccc12 | 31 | 5 | -6 | -7 | 0.1 | 3 | -1

Part of the list above, with two lines to a compound:
Below each SMILES: C2C12 statin	ERp5 inh	S100A4 inh HTS	DENV2 CPE rescue	E-sel inducer	SIRT5 inh	PglD DTNB
O=C(C1CC1)N1CC[C@@H]2[C@H]1c1cc(C#Cc3ccc(F)cc3)ccc1N[C@@H]2CO
    11	.	.	27*	1.1	.	-1
O=[N+]([O-])c1cc(Br)ccc1NS(=O)(=O)c1ccccc1
    1	-9	4	6	-0.2	-2	-2

Remaining list, next part.
canonical_smiles | C2C12 statin | ERp5 inh | S100A4 inh HTS | DENV2 CPE rescue | E-sel inducer | SIRT5 inh | PglD DTNB
O=C(CSc1nncs1)NCCNC(=O)CSc1nncs1 | -13 | -4 | -9 | 2 | 1.4 | -7 | .
Cc1ccc2[nH]c(=O)c(CN(Cc3cccnc3)C(=S)NCCCN(C)C)cc2c1 | 8 | 0 | 0 | 3 | -0.1 | -6 | .
CCNC(=O)C[C@H]1CC[C@H]2[C@@H](COC[C@H](O)CN2C(=O)c2ccccn2)O1 | -10 | 1 | -28 | -4 | -0.1 | -2 | 0
CC(=O)N1[C@H](CNC(=O)CN(C)C)[C@H](c2ccc(C3=CCCCC3)cc2)[C@@H]1CO | -2 | -2 | -8 | 3 | -0.1 | -5 | 2
Cc1cc(C)cc(N2CC(C(=O)NC3CCCCC3)CC2=O)c1 (stereo not given) | -8 | 0 | -1 | 6 | -0.1 | 3 | 0
CCCNC(=O)C1(C)CCN(C(=O)c2cc(F)ccc2C)C1 (stereo not given) | 2 | 5 | 0 | 5 | -0.2 | . | -1
Cc1cnc([N+](=O)[O-])n1CCOC(=O)NC(=O)c1ccccc1 | . | 2 | -3 | 7 | -1.7 | . | .
O=C(NCC1CCCO1)c1cccc(S(=O)(=O)N2CCOCC2)c1 (stereo not given) | . | 0 | -1 | -6 | 0.6 | -2 | 3
CN(C)C(=O)c1cccc(-c2cnc3c(NC=O)cc(-c4cc(F)c(F)c(F)c4)cn23)c1 | 13 | 6 | -11 | 7 | -0.1 | 8 | 1
O=C(Nc1ccc(Br)cc1)Nc1ccccc1F | -26 | 1 | -4 | -4 | 5.4 | -2 | -1
c1ccc(Nc2nc(-c3ccccc3)nc3ccccc23)cc1 | -10 | 2 | -1 | -1 | . | 2 | -9
COc1ccc(CNc2ccc(S(=O)(=O)N3CCN(C)CC3)cn2)cc1OC | -5 | -4 | -1 | -9 | -0.3 | -3 | -7
CCc1ccnc(NS(=O)(=O)c2ccc3c(c2)CCO3)c1 | . | 5 | -1 | ? | . | -2 | 3
CCCCN1C(=O)C(CC(=O)NCCCN(C)C)CC(C(=O)N2CCCCCC2)=C1C (stereo not given) | . | 4 | 3 | 5 | -0.1 | . | .
COc1cc(Br)c(-c2sc(Nc3ccccc3)n[n+]2-c2ccc(F)cc2)cc1OC | 135* | -7 | -2 | 8 | 0.0 | 2 | 4
COc1ccc2oc(=N)c(C(=O)NCc3ccccc3)cc2c1 | 5 | 0 | 1 | 4 | 2.5 | 20* | -1
COc1ccc(-c2cc3nc(C)cc(N4CCN(C(=O)c5cccnc5)CC4)n3n2)cc1 | 1 | 3 | -1 | 0 | 0.6 | -3 | 2
CSCCC(NC(=O)CCC(=O)OCC(=O)[C@@]1(O)CCC2[C@@H]3CCC4=CC(=O)C=C[C@]4(C)C3[C@@H](O)C[C@@]21C)C(=O)O (stereo not given in full) | -6 | 1 | 0 | -2 | . | -3 | 0
CN(C(=O)c1cccc(NC(=O)Cc2ccc(NC(=O)C3CCN(C(=O)CCc4ccccc4)CC3)cc2)c1)C1CCC1 | -12 | 4 | 6 | ? | -0.1 | -1 | 11
O=C(C1CCC1)N1CC2(C1)[C@H](c1ccccc1)[C@H](CO)N2Cc1ccccc1F | . | -4 | 15 | 3 | -0.1 | -11 | .
Cc1ccc(SCC(=O)Nc2ccc(S(=O)(=O)Nc3nccs3)cc2)cc1 | . | -6 | -6 | . | . | -6 | .
CSc1ccc(C(=O)C2CCCN(Cc3ccc(N4CCNC4=O)cc3)C2)cc1 (stereo not given) | . | 3 | -5 | 3 | 0.0 | -6 | -1
CNC[C@H]1OCCCC[C@H](C)Oc2ccc(NC(=O)Nc3ccc(F)cc3)cc2C(=O)N([C@H](C)CO)C[C@H]1C | 7 | -5 | -21 | . | -0.2 | -1 | 1
CNC(=O)c1ccc(Nc2nnc(-c3ccc(O)cc3)c3ccccc23)cc1 | -6 | 1 | -1 | 1 | . | 6 | 1
CC(C)[C@H](NC(=O)c1ccccc1Cl)C(=O)OCC(=O)NCc1ccc2c(c1)OCO2 | 17 | -1 | 3 | -7 | 0.0 | -2 | -3
C[C@H](CO)N1C[C@H](C)[C@H](CN(C)C(=O)Nc2ccc3c(c2)OCO3)OCCCC[C@H](C)Oc2ccc(NC(=O)Nc3ccccc3)cc2C1=O | . | -4 | 3 | -7 | . | 4 | -1
Cc1ccc(S(=O)(=O)Nc2ccc(-c3nnc(SCc4ccccc4Cl)o3)cc2)cc1 | . | 1 | 5 | -3 | 1.3 | -2 | .
CS(=O)(=O)c1ccc(C(=O)NCc2ccccc2F)cc1 | 1 | -4 | -1 | 0 | 0.0 | 0 | .
Cc1noc(C)c1S(=O)(=O)Nc1ccc2c(c1)C(=O)N([C@H](C)CO)C[C@@H](C)[C@H](CN(C)Cc1ccncc1)OCCCC[C@H](C)O2 | . | 2 | -10 | 4 | 0.1 | -5 | 0
O=C(/C=C/c1ccccc1[N+](=O)[O-])N1CCN(c2ccc(F)cc2)CC1 | . | 5 | -2 | . | . | 9 | 0
CCCCNCc1nc2ccccc2c(=O)[nH]1 | . | -3 | 1 | -6 | . | -1 | .
O=C(NC(Cc1ccccc1)C(=O)N1CCCCCC1)c1ccccc1 (stereo not given) | -1 | 4 | 2 | -2 | . | -3 | -2
O=C(CSc1nncs1)NC(=O)NC1CCCC1 | . | -8 | 8 | -1 | 1.2 | -3 | .
S=C(Cc1ccc(-c2ccccc2)cc1)N1CCOCC1 | . | 3 | 1 | 1 | 0.0 | -3 | 2
OCC1CCCN(Cc2cn(Cc3ccccc3)nc2-c2cc3ccccc3o2)C1 (stereo not given) | . | 3 | -15 | 4 | 1.3 | -1 | .
Cc1noc(C)c1NC(=O)N(C)C[C@@H]1Oc2c(NC(=O)Nc3ccc(F)cc3)cccc2C(=O)N([C@@H](C)CO)C[C@H]1C | 20 | 24 | 7 | 18 | -0.6 | 0 | 3
O=C(Cc1ccccn1)NCC[C@H]1CC[C@@H](NC(=O)Nc2ccc(C(F)(F)F)cc2)[C@@H](CO)O1 | -3 | -3 | -17 | -2 | 0.0 | 0 | 0
FC(F)(F)c1cccc(NC(=S)NC(c2ccccc2)c2ccccc2)c1 | . | -3 | 1 | -2 | . | 2 | -1
COc1ccc(NC(=O)N(C)C[C@@H]2Oc3ccc(NC(=O)CCCCCC(=O)Nc4ccccc4N)cc3C(=O)N([C@@H](C)CO)C[C@@H]2C)cc1 | . | -3 | 4 | -13 | . | . | .
CCc1nc2ccc(C(=O)N(CC)CCN(C)C)cn2c1N(C=O)CCC(C)C | 2 | 6 | -2 | -7 | -0.5 | 3 | 1
O=C1NN(c2ccccc2)C(=O)/C1=C/c1ccc(-c2ccc(Cl)c(C(=O)O)c2)o1 | . | 4 | 0 | 10 | 2.1 | 14 | .
CC(C)c1ccc(/C=C/C(=O)NC(=S)NN2CCOCC2)cc1 | . | 8 | -3 | 3 | -0.4 | -2 | -3
O=C(CSc1ccc(-c2ccccn2)nn1)NCc1ccc(Cl)cc1 | 22 | 2 | -4 | 11 | -0.1 | -2 | .
CC(C)CN(C(=O)Cn1c(C(F)(F)F)nc2ccccc21)c1c(N)n(Cc2ccccc2)c(=O)[nH]c1=O | 20 | 0 | -3 | 3 | -0.2 | 0 | -1
COc1ccc(CC(=O)Nc2cccc3ncccc23)cc1OC | . | 2 | -9 | -1 | 0.2 | 1 | .
c1ccc2c(C[C@@H]3CNCCN3CC3CCCCC3)cccc2c1 | -3 | 10 | 3 | -1 | . | -3 | 0
O=C(NC1CCCC1)c1ccc2c(c1)N(Cc1ccc(F)cc1)CCS2 | -15 | 5 | 8 | 10 | -0.7 | -2 | 1
CCOc1ccc(CCNC(=O)c2cc(=O)[nH]c3ccc(S(=O)(=O)N(CC)CC)cc23)cc1OCC | -10 | 0 | -1 | -4 | 0.4 | -3 | -4
COc1ccc(NC(=O)COC(C)=O)cc1OC | . | 1 | 1 | -1 | 1.2 | -3 | .
O=C(Nc1ccc(F)cc1)N1CCCCN2[C@H](C1)[C@H](c1ccc(-c3ccncc3)cc1)[C@@H]2CO | . | -3 | 7 | -17 | -0.1 | 2 | 1
O=C1CSc2ccccc2N1 | 4 | 2 | -1 | 6 | . | -1 | -2
O=C(COc1ncnc2scc(-c3ccccc3)c12)NC1CCCc2ccccc21 (stereo not given) | . | -2 | 2 | -14 | . | -2 | -1
COc1ccc(S(=O)(=O)Nc2ccc3c(c2)C(=O)N([C@H](C)CO)C[C@@H](C)[C@H](CN(C)S(=O)(=O)c2cn(C)cn2)OCCCC[C@@H](C)O3)cc1 | . | 4 | 35 | 7 | 1.4 | -2 | 6
COc1ccc(C(=O)C(CN2CCOCC2)c2ccccc2)cc1 (stereo not given) | 7 | 10 | -2 | -3 | . | -1 | 2

Screening data deposited in PubChem by Broad Institute.

Only part of the results is shown (hit frequency here may not be typical).
